# Screens (PubChem)
# Diaphorase inh: diaphorase inhibition or chemical oxidation counter-screen; diaphorase resazurin-to-resorufin fluorescence, NADH, 16 min; bacterial (C. kluyveri) enzyme, not human; inhibition, % at 20 µM; 0.69% of 190,000 active; AID 1217;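 active = primary screen inhibition at 20 µM above a set limit, cut at about 50% in these data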;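 also: plate controls were DMSO with full reaction for no effect and wells lacking NADH for full effect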
#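 Test system: diaphorase enzyme from Clostridium kluyveri; amount: diaphorase at 0.14 U/mL in enzyme working solution; detection: fluorescence of resorufin formed from resazurin, Ex 544/Em 590 nm; times: reaction incubation of 16 min at room temperature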
# Lmaj promast: reduces viability of Leishmania major promastigotes | resazurin fluorescence viability | inhibition, % at 10 µM | 9% of 200,000 active;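 also: promastigotes grown with compound for 44 hours at 28 °C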
# Diaphorase act: diaphorase activation or chemical reduction counter-screen. activation factor at 20 µM. AID 1229. Diaphorase/resazurin coupled assay, resorufin fluorescence, 16 min; stronger effect = higher value; 1 = vehicle wells, 0 = NADH-free wells. 0.005% of 190,000 active;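 active = diaphorase activity raised at least twofold by the compound at 20 µM; inactive = activation factor below 2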
#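 Assay system: bacterial diaphorase enzyme (C. kluyveri) / Input: enzyme 0.07 U/mL final / Medium: 50 mM HEPES pH 7.4 with 4.542 mM MgCl2, 0.005% Tween 20 / Doses: single compound dose of 20 µM, 1% DMSO final / Incubation: 16 min enzyme reaction, ambient temperature / Signal: fluorescence, excitation 544 nm and emission 590 nm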
# DTT redox prof: compounds producing H2O2 with reducing agent – biochemical, NIH compound library profiling, artefact control for MLSCN library redox annotation, primary screen. AID 878. DTT-dependent redox cycling H2O2, phenol red/HRP absorbance; 100% = 100 µM peroxide control, 0% = buffer. activation, % at 10 µM. 0.03% of 200,000 active;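 active = activation of at least 50% relative to the plate's high and low controls in the primary single-dose screen; inactive = activation below 50%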;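 also: compound incubated with DTT at 0.8 mM final as the reducing agent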
# Hsp70 activator: Hsp70 transcriptional activation, primary screen. HeLa Hsp70 promoter luciferase reporter, luminescence; scaled: vehicle 0, proteasome-inhibitor control 100%. activation, % at 10 µM. 0.04% of 200,000 active;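 active = activation above the mean across all tested compounds plus 3 SD, cutoff set per campaign, cut at about 5.5% in these data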;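 also: 100% = MG132 at 30 µM as the positive control and 0% = DMSO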
# S1P3 antag: S1P3 (human) receptor antagonism; CHO S1P3 NFAT-BLA reporter, FRET fluorescence, antagonist mode; inhibition, % at 4.98 µM; 0.27% of 170,000 active;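 active = inhibition above the plate cutoff, the mean inhibition of test wells on that plate plus 3 SD, cut at about 28% in these data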;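 also: cells challenged with S1P at its EC80 of 0.8 µM; blue over green emission ratio from cleaved BLA substrate after 4 h stimulation; 0% = S1P-stimulated wells and 100% = unstimulated DMSO-only wells; some compounds past the cut are filed as inactive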
# PMI act: phosphomannose isomerase (human) activation; P34949; purified human PMI, coupled resazurin fluorescence, 20 min; stronger effect = higher value; 1 = vehicle control, 0 substrate-free wells; activation factor at 20 µM; 0.005% of 190,000 active;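 active = activation factor of 2 or more at 20 µM, relative to plate controls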
# PMI act satM6P: activators of human phosphomannose isomerase at near-saturating mannose 6-phosphate. P34949. coupled PMI enzyme assay, resazurin fluorescence, 20 min; stronger effect = higher value; 1 = untreated enzyme, 0 = substrate-free blank. activation factor at 20 µM. 0.34% of 190,000 active;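 active = activation factor of 2 or more at 20 µM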
#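 Material: human phosphomannose isomerase with PGI, G6PDH, diaphorase coupling enzymes / Reagent: Man-6-P substrate 1.0 mM / Dosing: single compound dose of 20 µM, 1% DMSO final / Incubation: enzyme reaction with compound 20 min at room temperature / Signal: resorufin fluorescence (Ex 544/Em 590 nm) from resazurin via diaphorase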
# G6PDH counter: counter-screen for G6PDH assay hits: L. mesenteroides G6PDH inhibition; Purified L. mesenteroides G6PDH, diaphorase/resazurin coupled fluorescence, 45 min; AID 1020; 0.12% of 200,000 active; inhibition, % at 5 µM
# TLR4-MyD88 BLA: TLR4-MyD88 interaction inhibition in cells | O00206+Q99836 | 0.18% of 200,000 active | inhibition, % at 8.4 µM | HeLa CL3-4 TLR4/MyD88 BLA complementation, FRET ratio; in the data active = inhibition above about 25%;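 also: 0% = vehicle and 100% = reference inhibitor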
# Target sequence (O00206 whole entry, looked up): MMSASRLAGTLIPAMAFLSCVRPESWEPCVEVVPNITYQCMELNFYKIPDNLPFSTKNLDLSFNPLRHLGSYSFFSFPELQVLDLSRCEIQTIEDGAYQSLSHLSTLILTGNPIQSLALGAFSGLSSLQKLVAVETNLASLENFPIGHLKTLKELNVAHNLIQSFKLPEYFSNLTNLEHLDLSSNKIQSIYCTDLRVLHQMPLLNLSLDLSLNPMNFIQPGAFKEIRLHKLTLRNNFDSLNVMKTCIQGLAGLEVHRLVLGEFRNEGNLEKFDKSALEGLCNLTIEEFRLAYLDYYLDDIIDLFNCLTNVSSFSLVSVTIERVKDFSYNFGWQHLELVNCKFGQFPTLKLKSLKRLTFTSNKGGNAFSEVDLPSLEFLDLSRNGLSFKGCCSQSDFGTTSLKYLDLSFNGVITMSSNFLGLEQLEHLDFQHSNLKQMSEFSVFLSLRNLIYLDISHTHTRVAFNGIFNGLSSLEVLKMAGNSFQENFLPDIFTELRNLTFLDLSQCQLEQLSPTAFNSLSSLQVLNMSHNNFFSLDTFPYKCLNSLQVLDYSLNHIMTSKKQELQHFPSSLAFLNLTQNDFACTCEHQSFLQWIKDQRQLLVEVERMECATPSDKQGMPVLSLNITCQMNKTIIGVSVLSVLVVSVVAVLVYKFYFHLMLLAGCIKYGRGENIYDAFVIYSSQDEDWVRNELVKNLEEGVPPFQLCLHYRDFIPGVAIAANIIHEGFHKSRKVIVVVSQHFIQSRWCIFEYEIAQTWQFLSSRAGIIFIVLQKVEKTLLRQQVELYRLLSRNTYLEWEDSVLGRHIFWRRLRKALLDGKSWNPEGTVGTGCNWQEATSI
# Target sequence (Q99836 whole entry, looked up): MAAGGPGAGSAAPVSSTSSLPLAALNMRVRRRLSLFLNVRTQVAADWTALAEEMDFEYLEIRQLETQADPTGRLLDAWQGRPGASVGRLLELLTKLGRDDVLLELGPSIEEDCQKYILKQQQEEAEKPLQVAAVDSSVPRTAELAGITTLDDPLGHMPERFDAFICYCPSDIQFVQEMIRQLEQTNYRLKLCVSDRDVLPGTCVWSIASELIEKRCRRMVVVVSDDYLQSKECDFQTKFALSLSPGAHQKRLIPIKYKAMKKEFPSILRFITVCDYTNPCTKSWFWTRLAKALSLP
# RAM inhibit: inhibitors of the yeast RAM network | S. cerevisiae dse1pr::URA3 reporter, 5-FOA growth OD615, 2 d; analog-sensitive cbk1-as2 kinase mutant strain | inhibition, % at 50 µM | 1.8% of 190,000 active;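 active = inhibition above a set limit, 3 SD over mean compound inhibition, cut at about 8.4% in these data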;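 also: 0% = DMSO-only wells with no growth and 100% = 10 µM 1-NA-PP1 full growth; inhibition rescues growth on 5-FOA so higher OD means more RAM inhibition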
# The depositor's hits bear a star; nt = no result given. Rule as the data show it, unless noted: active = inhibition above about 50%; inactive = the rest. Random draw from the library; any-hit rate near 12%.
SMILES	Diaphorase inh	Lmaj promast	Diaphorase act	DTT redox prof	Hsp70 activator	S1P3 antag	PMI act	PMI act satM6P	G6PDH counter	TLR4-MyD88 BLA	RAM inhibit
O=C(CSc1nnnn1-c1ccccc1)N1CCN(C(=O)c2ccco2)CC1	6	-3	0.9	2.1	-0.3	-31	0.9	0.9	1	-5	2.0
COc1ccc(/C(C)=N/OCC(=O)N2CC3(C)CC2CC(C)(C)C3)cc1 (stereo unspecified)	17	63*	0.8	-0.5	-0.2	-26	1	1	-3	-1	0.4
Cc1ccc(-c2[nH]c(=O)n3ccncc23)s1	nt	8	nt	0.5	0.6	5	nt	nt	nt	3	3.8
Oc1ccc(CN2CCCCC2)c2cccnc12	58*	101*	0.4	-0.6	0.0	nt	0.6	0.5	50*	7	-1.2
CCNC(=O)NC(C(=O)OC)C12CC3CC(CC(C3)C1)C2 (stereo unspecified)	12	-7	0.9	2.9	0.0	-3	0.9	0.9	-7	-10	0.5
C/C(Cl)=C\CNC(C)c1ccccc1 (stereo unspecified)	7	-2	0.9	-0.3	-0.2	-3	1	1	2	-4	2.9
COc1ccc(C2NC(=S)NC(C)=C2C(=O)N2CCOCC2)cc1 (stereo unspecified)	8	3	0.9	-1.0	-0.3	-26	1	1.1	5	4	0.1
CC(C)Cc1ccc(/C=C/C(=O)N2CCCCC2)cc1	18	3	0.8	0.3	0.3	-5	0.9	0.9	0	4	0.3
O=C(NN1C(=O)/C(=C/c2cccnc2)SC1=S)C(c1ccccc1)c1ccccc1	17	3	0.8	-5.1	-0.1	nt	0.9	1	-1	-10	3.4
S=c1oc(-c2ccncc2)nn1CCc1ccncc1	7	-7	0.9	3.0	-0.2	-10	0.9	0.9	-9	-8	1.7
CN(c1ccc(F)cc1)S(=O)(=O)c1ccc(Cl)c(C(=O)OCC(=O)NCc2ccco2)c1	10	-3	0.9	-1.3	-0.1	-5	1	1	2	-7	5.6
CCOc1ccc(NC(=O)Nc2cc(C)ccc2F)cc1	11	-7	0.9	0.3	0.2	nt	0.9	0.9	4	10	-0.5
Cc1c(C(=O)NC(C)C)oc2c1-c1[nH]ncc1CC2	37	-1	0.6	-0.1	-0.1	19	0.7	0.5	40	-9	1.4
CC(c1ccco1)N(C(=O)C12CC3CC(CC(C)(C3)C1)C2)c1ccccn1 (stereo unspecified)	-2	6	1	0.4	-0.2	nt	1	1	30	-3	3.3
COC(=O)COc1ccc(C(=O)OC)cc1	7	-5	0.9	1.7	-0.1	16	0.9	1	-17	4	-0.8
Nc1nc(SCC(=O)NNc2c(Cl)cc(Cl)cc2Cl)n[nH]1	12	-7	0.9	0.0	-0.2	-8	0.8	0.9	5	-8	-0.7
COc1ccc([N+](=O)[O-])cc1NC(=O)C(C)OC(=O)c1cccnc1Cl (stereo unspecified)	10	0	0.9	-1.0	0.1	-9	1	0.9	-4	-11	0.3
COCCCNC(=O)CCCn1c(=O)c2ccccc2n(CC(=O)Nc2c(C)cc(C)cc2C)c1=O	0	10	1	0.4	-0.4	-50	1	1	10	-12	0.4
Cc1ccc(C(=O)OCC(=O)Nc2ccccc2Sc2ccccc2)cc1C	12	62*	0.9	nt	-0.5	-9	1	1.1	-3	4	6.7
O=C1CC(=O)N(CCc2ccc(F)cc2)C(=O)N1	12	-4	0.9	2.4	-0.1	nt	1	1	6	-3	0.8
CCOc1ccc(C(=O)Nc2ccc(-c3nc4ccccc4[nH]3)cc2)cc1[N+](=O)[O-]	10	-3	0.9	0.1	-0.1	-4	1	1.1	-11	-1	0.5
CCn1cnc2cc([N+](=O)[O-])ccc21	10	-6	0.9	-0.2	-0.1	-8	1	1	0	2	2.2
CCOC(=O)c1sc(NC(=O)C(C)C)c(C#N)c1C	5	-1	1	0.2	-0.3	-1	0.5	0.8	19	3	0.4
O=C(N/N=C/c1cc([N+](=O)[O-])ccc1O)c1cc(-c2ccccc2)nc2ccccc12	-2	98*	1	0.4	-0.3	-14	1.2	1.3	-12	-9	4.1
CC1(C)NC(=O)N(CC(=O)O)C1=O	-1	-7	1	0.1	-0.2	nt	1.1	1.1	11	1	1.9
COc1cccc(/C=N/NC(=O)CNC(=O)c2ccc3c(c2)OCCO3)c1O	16	0	0.8	0.3	-0.4	13	1	1.2	-12	15	1.5
Cc1ccc(NC(=O)COC(=O)CC2CCCC2)cc1Cl	-2	-5	1	-0.1	-0.4	6	0.9	1	2	-4	1.1
O=C(CN(Cc1ccco1)C(=O)CCC(=O)Nc1nccs1)NCc1ccccc1	11	-9	0.9	-0.9	0.0	nt	1	1	4	2	3.2
CCC(=O)Nc1ccc(Cl)c(NC(=O)c2c(OC)cccc2OC)c1	-12	15	1.1	-0.7	-0.5	-14	1.1	1.1	15	-1	1.7
CN1C(=O)/C(=C/c2ccccc2OCc2ccccc2)NC1=S	19	-2	0.8	-0.1	-0.2	-19	0.9	0.9	11	-18	5.7
CCCCCC(=O)Nc1nc(C)c(-c2csc(Nc3ccccc3OCC)n2)s1	18	52*	0.8	-4.8	-0.3	nt	0.8	0.8	4	-16	0.9
Cc1cccc(CC(=O)NCCn2c(C)cc3ccccc32)c1	27	3	0.7	-0.8	-0.2	-11	1.1	0.9	6	2	6.5
COc1ccc(OCC(=O)N2CCN(C(=O)c3ccc([N+](=O)[O-])cc3)CC2)cc1	-4	-7	1	-1.0	-0.1	-3	1	1	1	0	1.5
C=CC(=O)NCC1OCCc2ccccc21 (stereo unspecified)	nt	-14	nt	-1.4	-0.1	-15	nt	nt	4	-6	1.6
O=C(COC(=O)c1ccccn1)Nc1nccs1	12	-3	0.9	-0.9	0.2	-2	1	1	6	1	2.2
O=c1cc(O)c2c(=O)[nH]c(=O)n(-c3ccccc3)c2[nH]1	10	-1	0.9	-0.8	-0.2	-32	0.9	0.9	19	-5	-0.9
Cc1ccc(COc2ccsc2C(=O)O)cc1	-10	-6	1.1	-1.0	-0.4	-7	1	1.1	5	3	0.0
COc1cc(/C=N/NC(=O)c2cc(C)oc2C)cc(OC)c1OC	5	-4	0.9	-0.2	0.0	5	1	1	-1	-4	1.9
CCOC(=O)c1[nH]c2ccc(OCC)cc2c1NC(=O)CN1CCC2(CC1)OCCO2	6	29	0.9	1.8	0.1	12	0.8	0.9	8	1	1.8
C=CCc1cccc2ccc(=O)oc12	-2	-4	1	-0.2	-0.4	-5	0.9	1	15	-13	0.0
Cc1cc(Cl)ccc1NC(=O)CSc1nnc(-c2ccncc2)n1Cc1ccco1	0	0	1	-0.1	-0.4	nt	1	1	6	-4	0.0
CCOC(=O)C1=NN(C(=O)Cc2ccccc2)C(O)(c2ccc(Cl)cc2)C1 (stereo unspecified)	17	-5	0.8	-0.4	-0.5	0	0.9	0.9	16	-13	0.0
O=C(Nc1nc2n(n1)C(c1ccccc1)CC(c1ccc(Cl)cc1)N2)c1ccco1 (stereo unspecified)	1	11	1	-7.3	-0.3	-2	1	1.1	-2	-13	3.1
COc1ccc(C(=O)Nc2ccc(OCC(F)(F)C(F)F)c(C(F)(F)F)c2)cc1OC	29	19	0.7	2.4	-0.5	nt	0.8	0.8	0	-10	1.2
CC(=O)N(Cc1ccco1)Cc1cc2cccc(C)c2n2nnnc12	9	-1	0.9	-1.3	-0.2	-5	1.1	1	-5	-3	2.6
C=CCOc1ccc(/C=N/NC(=O)CN2CCOCC2)cc1OCC	13	-5	0.9	-0.6	-0.2	-2	1	1	2	1	1.6
COc1ccc(C2C(C#N)=C(N)N(c3ncn[nH]3)C3=C2C(=O)CCC3)cc1 (stereo unspecified)	20	-5	0.8	-0.3	1.1	5	0.8	0.6	12	-9	-1.0
Cc1cc(=O)[nH]c(SCC(=O)Nc2cccc(C(F)(F)F)c2)n1	14	-7	0.9	0.7	-0.3	-19	0.9	1	-13	-26	-0.5
CCN(CC)CCn1c2ccccc2c2nc(C)sc21	10	-3	0.9	-0.3	-0.2	-2	1.1	1.1	21	10	0.8
O=C(N/N=C/c1cn[nH]c1-c1ccc(Cl)cc1)c1ccc([N+](=O)[O-])cc1	2	0	1	-0.4	-0.3	-16	0.9	1	11	16	1.0
Cc1nn(-c2ccccc2)c2nc3c(cc12)C(=O)CCC3	13	0	0.9	0.3	-0.3	4	0.8	1	0	-8	1.9
Cc1ccc(S(=O)(=O)NC(=O)NCc2ccccn2)cc1	9	-6	0.9	3.0	-0.1	-36	1.1	1.1	2	7	3.3
O=C(Cn1c(NCCO)nc2ccccc21)NCCc1ccc(F)cc1	-11	4	1.1	1.9	-0.2	nt	1.1	1.1	8	-11	1.4
COc1ccc(N2C(=O)CC(NNc3ncc(Cl)cc3Cl)C2=O)cc1 (stereo unspecified)	10	-16	0.9	-0.3	-0.4	1	1.3	1	-11	5	1.1
COC(=O)c1ccccc1NC(=O)Cn1cc(Br)cn1	12	-2	0.9	-0.9	0.1	2	1	1	-2	12	0.1
O=C(CSc1ccccn1)Nc1ccc(N2CCOCC2)cc1	8	-6	0.9	-0.1	-0.3	-4	1	0.9	2	1	2.1
O=c1cc(N2CCC3(CC2)OCCO3)[nH]c(=O)n1-c1ccc(Br)cc1	12	-9	0.9	0.7	-0.2	2	1.1	1	3	4	2.8
Cc1c(Cl)c(C(F)(F)F)nn1CC(=O)NCc1ccccc1	14	-3	0.9	0.9	0.4	nt	0.9	0.9	4	-8	1.7
CN(C)C(=S)SCC(=O)Nc1cccc(C(F)(F)F)c1	14	36	0.9	0.6	-0.3	3	0.9	0.9	0	10	1.2
